KCNH2 WT inh – inhibitors of human wildtype KCNH2 potassium channel | Q12809 | hit rate 0.37% among 340,000 | AID 720551 | activity change, % at 1.84 µM | U2OS, BacMam KCNH2, thallium flux FluxOr; hits give low values;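 active means maximum activity change below -70%; inconclusive means maximum activity change between -70% and -50%; inactive means maximum activity change above -50%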
Target sequence (Q12809 whole entry, looked up): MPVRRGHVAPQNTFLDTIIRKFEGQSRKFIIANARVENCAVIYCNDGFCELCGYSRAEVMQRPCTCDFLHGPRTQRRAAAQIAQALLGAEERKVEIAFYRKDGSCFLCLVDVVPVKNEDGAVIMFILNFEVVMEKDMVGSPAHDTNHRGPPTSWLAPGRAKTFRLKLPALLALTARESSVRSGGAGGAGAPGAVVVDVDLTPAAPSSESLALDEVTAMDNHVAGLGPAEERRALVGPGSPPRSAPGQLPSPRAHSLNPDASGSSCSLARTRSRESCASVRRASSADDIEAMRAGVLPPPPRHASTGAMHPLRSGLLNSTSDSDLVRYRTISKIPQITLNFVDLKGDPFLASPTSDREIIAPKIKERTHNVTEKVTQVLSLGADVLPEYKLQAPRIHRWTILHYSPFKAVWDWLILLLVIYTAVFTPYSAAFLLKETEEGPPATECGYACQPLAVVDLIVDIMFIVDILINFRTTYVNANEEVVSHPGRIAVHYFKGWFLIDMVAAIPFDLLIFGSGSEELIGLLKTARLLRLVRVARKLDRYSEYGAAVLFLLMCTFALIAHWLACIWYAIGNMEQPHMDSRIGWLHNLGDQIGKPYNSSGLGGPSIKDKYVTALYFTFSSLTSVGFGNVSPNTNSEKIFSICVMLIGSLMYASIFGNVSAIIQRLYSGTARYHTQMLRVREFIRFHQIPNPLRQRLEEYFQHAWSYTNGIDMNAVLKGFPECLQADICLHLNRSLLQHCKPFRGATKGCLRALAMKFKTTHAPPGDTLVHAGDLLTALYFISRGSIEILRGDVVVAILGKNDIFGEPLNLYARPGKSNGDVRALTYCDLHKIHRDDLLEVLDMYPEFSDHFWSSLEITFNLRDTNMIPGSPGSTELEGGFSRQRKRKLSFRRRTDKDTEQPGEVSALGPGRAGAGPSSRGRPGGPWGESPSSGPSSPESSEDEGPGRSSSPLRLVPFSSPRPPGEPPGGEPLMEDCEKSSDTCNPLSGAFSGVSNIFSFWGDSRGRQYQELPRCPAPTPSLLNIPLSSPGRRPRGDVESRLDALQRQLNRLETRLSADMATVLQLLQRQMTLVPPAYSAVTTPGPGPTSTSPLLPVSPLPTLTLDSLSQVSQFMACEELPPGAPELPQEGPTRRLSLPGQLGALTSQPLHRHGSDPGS
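U2OS cells transduced with wild-type KCNH2 virus are loaded with FluxOr dye for 45 min, and thallium flux is measured in kinetic reads before and after stimulation buffer. Rate constants are normalized to DMSO controls.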
uPA surface inh – blocks generation of uPA at the cell surface. cell surface uPA generation assay, qHTS. hit rate 0.31% among 330,000. Potency, µM (highest dose often 38.3 µM), inactives show at the highest dose activity change, negative = inhibition, hits mostly inhibitors; active means well fitted inhibition curve with a large enough effect; inconclusive means small, poorly fitted or top-dose-only effect; inactive means no such curve, though single readings can be large or run the other way; tested in mouse RAW 264.7 cells; further: potency means the concentration at half of the fitted maximal effect; nearly all actives have a fitted effect of over 55% in size
KCNH2 3.1 block – KCNH2 3.1 (human) potassium channel inhibition. U2OS KCNH2 3.1, thallium flux FluxOr; hits give low values. activity change, % (tested at about 1.8 µM). hit rate 0.95% among 340,000. AID 720553;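 active means maximum activity change below -70%; inconclusive means maximum activity change from -70% to -50%; inactive means maximum activity change above -50%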;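 further: thallium influx rate constant from kinetic fluorescence after stimulation buffer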
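Steps: virus added to U2OS suspension (4 h, RT, dark); medium with 10% FBS added, cells plated, 37 C overnight; FluxOr/Red40 loading buffer 45 min RT; stimulation buffer, 2 min kinetic read; rate constant normalized.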
Giardia killer – kills Giardia lamblia; Giardia lamblia trophozoite viability; activity change, % at 7.66 µM, hits read low; hit rate 0.15% among 340,000; in the data active means activity change below about -80%; inconclusive means between about -30% and that limit;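 further: parasites exposed to compound for two days anaerobically before the ATP read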
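Killing of trophozoites was scored by loss of ATP luminescence after a 48 hrs anaerobic exposure to compounds at 37 deg C, using 100 cells per well.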
B2AR arrestin – agonists driving beta-arrestin recruitment to human beta2-adrenergic receptor; Potency, µM (top dose mostly 46.1 µM), for inactives: at the highest dose activation, actives largely listed as activators; hit rate 0.02% among 330,000; P07550; AID 492947; beta-arrestin recruitment to beta2AR, cell-based reporter;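 further: potency means the concentration at half of the fitted maximal effect; 0% = DMSO controls and full agonism = EC100 isoproterenol or metaproterenol; nearly all actives have a fitted effect of over 65% in size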
Eya2 inh – inhibitors of human Eya2 phosphatase activity; O00167; Potency, µM (titrated, usually from 76.9 µM), for inactives: at the highest dose activity, negative = inhibition, actives largely listed as inhibitors; recombinant Eya2, OMFP fluorescence dephosphorylation (OMFP is methylfluorescein phosphate); hit rate 0.006% among 330,000; further: potency means the concentration at half of the fitted maximal effect
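Eya2 (0.2 uM) preincubated 10 min at ambient with compound, then OMFP substrate added at 50 uM; 10 min reaction in 50 mM HEPES pH 7.5, 50 mM NaCl, 5 uM MgCl2, 0.05% BSA, 1 mM DTT. Fluorescence read at Ex 485/Em 525 nm.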
Coupling enz – inhibits coupling enzyme system, counter-screen for aldolase hits; coupling enzyme system counterscreen, AmpLite Red fluorescence; activity change, negative = inhibition, % at 58.2 µM, hits read low; hit rate 0.67% among 290,000; in the data active means activity change below about -30%
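Final compound at 57.5 uM, incubated 10 min at RT with coupling enzyme reagent (glyceraldehyde-3-phosphate), then 20 min with substrate and AmpLite Red detection. Fluorescence read at 525/598 nm; tests interference with the coupling assay, not aldolase inhibition.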
Chronic BCR inh – blocks chronic active B-cell receptor signaling; ABC-DLBCL IkBa-CBG/CBR reporter, luminescence ratio, 4 h; Potency, µM (highest dose often 46.1 µM), without a hit: at the highest dose ratio change, negative = lower green/red ratio, hits mostly inhibitors; hit rate 0.05% among 340,000; AID 493014; active means well fitted inhibition curve with a large enough effect in the signal ratio, with a control signal flat, not every such curve was filed as active; inconclusive means small, poorly fitted or top-dose-only effect, or effect the other way, or a change in a side signal; the % refers to the signal ratio;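 further: potency means the concentration at half of the fitted maximal effect; plate controls were basal doxycycline-induced cells for no effect and cells given 10 µM MG132 for full effect; MG132 reads +100%, hits lower the ratio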
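Cell line TMD8 (human ABC DLBCL), stably expressing tet-inducible CBG68-IkBa fusion and CBR; IMDM/0.5% FBS; cpd up to 46 uM; dox induction, 4 h, 37C/5% CO2; dual luminescence; green/red ratio; MG132 control.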
PKM2 activator – activators of human pyruvate kinase M2; P14618; hit rate 0.34% among 260,000; purified PKM2, Kinase-Glo ATP luminescence, activation; response scale: 0% is enzyme alone, no compound; AID 1631; Potency, µM (series often up to 57.5 µM), for the others: at the highest dose activation, hits mostly activators; further: potency means the concentration at half of the fitted maximal effect; nearly all actives have a fitted effect of over 55% in size
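Kinase-Glo luminescence reports ATP generated from ADP (0.1 mM) and PEP (0.5 mM) by purified hPK-M2 after 1 h at room temperature, pH 7.2 imidazole buffer; intermediate enzyme activity allows detecting inhibitors and activators.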
USP2a block – blocks human ubiquitin-specific protease USP2a; O75604; USP2 core, Ub-CHOP2 coupled fluorogenic reporter, 485/531; Potency, µM (titrated, usually from 38.3 µM), without a hit: at the top dose activity change, negative = inhibition, hits mostly inhibitors; hit rate 0.01% among 330,000; AID 463254;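 further: potency means the concentration at half of the fitted maximal effect; plate controls were DMSO wells for no effect and full inhibition by NEM control for full effect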
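Deubiquitinase activity read as fluorescence (485/531 nm) after Ub-CHOP2 cleavage activates the enterokinase reporter on its substrate; USP2 core 10nM, Ub-CHOP2 and substrate 25nM each, 30min compound preincubation then 60min RT; data normalized to NEM, curves fitted.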
GALK inh – blocks human galactokinase activity; P51570; Potency, µM (titrated, usually from 57.5 µM), without a hit: at the highest dose activity change, negative = inhibition, actives largely listed as inhibitors; hit rate 0.007% among 270,000; Purified GALK, Kinase-Glo residual ATP luminescence; further: potency means the concentration at half of the fitted maximal effect
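The enzyme phosphorylates galactose (100 uM) using ATP (35 uM); inhibition is detected as higher residual ATP, quantified by bioluminescence after 1 h reaction at room temperature, pH 8.0.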
Numbers without * were called inactive; i = inactive; ? = inconclusive; . = not tested or not shown; & = joins results of further samples; [ ] = another dose, or the depositor's remark. Unless noted, the call rests on the fitted dose curve; in most records, active means well fitted curve in the direction sought with a large enough effect; inconclusive means small, poorly fitted or top-dose-only effect, or another doubt; inactive means no such curve, though single readings can be large; an effect the other way counts as inactive or inconclusive. Unless noted, on the % scale 0 is the no-effect control and ±100 the full control effect.

cpd	smiles	KCNH2 WT inh	uPA surface inh	KCNH2 3.1 block	Giardia killer	B2AR arrestin	Eya2 inh	Coupling enz	Chronic BCR inh	PKM2 activator	USP2a block	GALK inh
1	Cc1ccc(NC(=O)N2CCc3ccccc3C2)cc1	-5.8	-11.5%	-10.6	3.9	-0.7%	-12.2%	-5.0	?	-14.6%	-4.9%	-1.7%
2	CCCCCOc1ccc(C(=O)Nc2ccc(N3CCOCC3)cc2N2CCOCC2)cc1	-6.3	-6.0%	-14.7	-17.6	0.0%	-2.2%	.	0.7%	.	3.9%	.
3	OCC1(CC2CCCCO2)CCN(Cc2ccccc2-c2ccco2)CC1 (stereo unspecified)	6.6	-4.5%	-9.7	18.1	-0.4%	7.7%	-5.4	3.5%	-7.1%	1.0%	-0.5%
4	Cc1ccc2nc(Cc3ccc(N)cc3)[nH]c2c1	-11.3	-11.9%	11.1	-5.6	-0.4%	6.8%	0.4	-29.7%	3.1%	0.7%	2.7%
5	N#Cc1ccc(OCC(=O)OCCCOC(=O)COc2ccc(C#N)cc2)cc1	27.4	-8.7%	-16.6	-16.3	-0.3%	4.3%	.	7.4%	-2.8%	0.2%	-3.7%
6	Cc1cc(-c2ccc(C)c(S(=O)(=O)NCc3cccc(Br)c3)c2)on1	6.5	-4.7%	-12.8	?	-0.4%	-4.4%	-7.1	?	.	-2.3%	6.4%
7	Cc1ccc(OCC(O)CN2CCOCC2)cc1C (stereo unspecified)	-6.8	8.2%	17.3	-8.7	-0.4%	14.7%	-0.7	5.8%	-2.6%	-4.2%	2.7%
8	Cn1cc(C(F)(F)F)nc1-c1ccc(OCC(O)CNCCOc2ccc(O)c(C(N)=O)c2)cc1 (stereo unspecified)	-11.2	7.5%	16.6	-13.4	.	-22.4%&-11.6%	-3.5	0.6%	-4.8%	1.8%	-0.6%
9	CCOC(=O)CSc1nnc(-c2ccccc2)c(-c2ccccc2)n1	7.1	3.1%	-5.9	-11.2	-0.2%	6.7%	0.3	3.4%	.	-1.8%	-0.3%
10	O=C1C2C3C=CC(CC3)C2C(=O)N1/N=C/c1ccc(O)c(O)c1 (stereo unspecified)	2.8	-6.8%	2.0	24.6	-0.2%	2.8%	1.6	?	3.3%	5.1%	0.3%
11	Cc1cccc(NC(=O)NC2CCCCCCC2)c1	-11.1	-13.1%	0.9	3.3	-0.3%	-7.0%	.	5.2%	-1.3%	-0.1%	-1.4%
12	COc1ccc(-c2nc(NC(=O)c3n[nH]c(=O)c4ccccc34)sc2C)cc1	10.9	-5.3%	-0.4	-17.0	-1.0%	2.3%	0.1	-0.9%	7.0%	2.8%	0.4%
13	CN(C)CCCn1c(SCC(=O)Nc2sc3c(c2C#N)CCCC3)nnc1-c1ccncc1	17.4	-6.0%	1.4	2.5	8.1%	2.9%	0.0	0.7%	4.0%	-1.1%	-0.7%
14	COC(=O)CNC(=O)C(CCSC)NC(C)=O (stereo unspecified)	5.7	1.2%	19.3	1.4	-0.2%	-2.1%	2.5	-0.8%	0.6%	4.3%	0.4%
15	Cc1ccc(CSCC(=O)N2CCOCC2)cc1	-2.2	6.0%	-0.7	-1.5	0.2%	-8.6%	-3.6	?	6.0%	4.7%	1.9%

3 compounds from above, ordered by the number in Chronic BCR inh, largest number first.
nr | SMILES | Chronic BCR inh
8 | Cn1cc(C(F)(F)F)nc1-c1ccc(OCC(O)CNCCOc2ccc(O)c(C(N)=O)c2)cc1 (stereo unspecified) | 0.6%
12 | COc1ccc(-c2nc(NC(=O)c3n[nH]c(=O)c4ccccc34)sc2C)cc1 | -0.9%
4 | Cc1ccc2nc(Cc3ccc(N)cc3)[nH]c2c1 | -29.7%

Later entries:
cpd	smiles	KCNH2 WT inh	uPA surface inh	KCNH2 3.1 block	Giardia killer	B2AR arrestin	Eya2 inh	Coupling enz	Chronic BCR inh	PKM2 activator	USP2a block	GALK inh
16	CCc1cc(C(=O)N2CCCC(CO)(Cc3ccc(F)cc3)C2)n(C)n1 (stereo unspecified)	-10.0	-1.4%	-3.6	5.2	-0.3%	-3.8%	2.8	0.3%	1.2%	2.4%	0.0%
17	O=C(NN=Cc1ccc(F)cc1)c1cccc(S(=O)(=O)N2CCCC2)c1	-28.8	1.0%	13.1	-6.9	-0.3%	-2.7%	.	-6.0%	.	4.3%	.
18	Cc1cc(C(=O)CSc2nnc(Nc3ccccc3)s2)c(C)n1CC1CCCO1 (stereo unspecified)	-5.3	6.1%	9.0	-3.8	-1.1%	-24.7%[15.4 µM]	-0.6	?	0.3%	0.2%	1.1%
19	O=C(NCCO)C(=O)NCC1CCCN1S(=O)(=O)c1cccs1 (stereo unspecified)	-7.8	0.7%	16.7	-10.7	-0.1%	15.3%	.	-14.5%	.	3.7%	.
20	c1ccc2c(c1)[nH]c1nc3nncn3nc12	-0.3	1.5%	-3.3	-9.5	-0.6%	8.0%[15.4 µM]	3.3	-1.4%	1.1%	1.4%	-0.6%
21	NC(=NCCc1ccccc1)c1cccc([N+](=O)[O-])c1	56.2	-1.0%	?	-22.7	-0.9%	1.0%	0.1	1.0%	-0.5%	0.4%	1.5%
22	COc1ccc(N(C(=O)c2ccccc2)S(=O)(=O)c2cccs2)cc1	-7.2	-13.2%	7.8	-7.3	-1.1%	2.5%	0.4	-11.7%	-0.3%	3.0%	-0.7%
23	Cc1ccc2nc(NC(=O)C3CCCN(S(=O)(=O)c4cccnc4)C3)sc2c1 (stereo unspecified)	-3.3	2.9%	-49.3	-5.7	-0.4%	5.0%	-2.2	-2.2%	-5.6%	0.5%	0.0%
24	COc1cc([N+](=O)[O-])cc(/C=N/NC(=O)C(C)Nc2cccc3ccccc23)c1O (stereo unspecified)	-5.2	-6.5%	3.3	1.9	0.0%	-5.8%	-28.1	?	-1.8%	-13.7%	-0.5%
25	COc1cc(NS(=O)(=O)c2ccc(NC(=O)/C=C/c3cccc([N+](=O)[O-])c3)cc2)ncn1	-3.2	-1.8%	5.0	-3.9	0.1%	8.7%	1.3	-0.6%	-1.2%	-0.2%	-2.6%
26	COCCn1c(=S)[nH]c2cc(C(=O)N3CCN(c4ccc(F)cc4)CC3)ccc2c1=O	-8.5	.	-1.6	-6.4	0.1%	25.4%	2.0	-1.4%	3.0%	5.2%	-1.1%
27	NC(=O)CSc1nnc2sc3ccccc3n12	-1.3	7.2%	16.4	-8.7	-0.3%	1.9%	2.6	?	3.2%	1.9%	4.8%
28	N#C/C(=C(\O)C(F)(F)F)c1nnc2n1CCCCC2	-13.0	-0.4%	-1.5	-11.3	0.4%	6.8%	4.0	1.7%	-2.2%	0.6%	-0.8%
29	O=C(/C=C/c1ccccc1)OCCCN=C1NS(=O)(=O)c2ccccc21	-17.8	-0.7%	2.3	6.6	0.0%	-1.4%	-0.3	3.7%	-0.1%	1.8%	-0.6%
30	CC(=O)Nc1c2c(nn1-c1ccccc1C)CS(=O)(=O)C2	11.6	2.2%	-4.3	-24.9	0.2%	5.5%	0.5	-1.0%	.	4.3%	.
31	CN(Cc1ccccc1)C(=O)CSc1cc(=O)n(C)c2ccccc12	i	-6.4%	6.8	9.8	-0.2%	-4.4%	-2.9	-17.9%	0.8%	-1.1%	1.1%
32	C/C(=N\NC(=S)NC(C)C)c1ccc(Cl)s1	-10.6	30.8%[activator]	-9.3	7.7	?	-1.6%	1.7	-15.7%	-15.6%	-0.8%	0.2%
33	COc1cccc(OCC(=O)Nc2ccc(OC)c(OC)c2)c1	0.6	-1.2%	10.9	0.3	0.2%	-11.5%	0.3	?	-0.9%	1.2%	0.0%
34	CC(C)N(C(=O)[C@H]1C[C@H](CC(=O)NC(C)(C)C)C(=O)N2CCc3c([nH]c4cc(-c5ccco5)ccc34)[C@]12C)C(C)C	-6.6	?	1.2	7.2	-0.5%	0.0%	.	?	.	-9.4%	.
35	Cc1cccc(-n2ncc3c(N4CCOCC4)ncnc32)c1	29.2	0.794µM*	0.4	?	-1.1%	-10.1%	4.3	?	7.6%	-2.0%	.
36	COc1cc(OC)c(NC(=O)c2ccccc2F)cc1Cl	3.6	1.6%	7.0	20.1	0.2%	1.1%	-0.1	?	-0.3%	3.2%	-1.7%
37	CC(C)OC(=O)CSc1nc(-c2ccc(F)cc2)cc(C(F)(F)F)n1	5.5	3.6%	-1.7	16.7	-0.7%	-1.4%	-5.3	10.2%	-19.2%	-1.6%	-1.3%
38	O=C(NC1CCC(O)CC1)c1ccc(-c2ccc(Cl)cc2)o1 (stereo unspecified)	-16.7	-1.4%	-10.4	-3.8	0.4%	-30.9%	.	-21.4%	.	6.6%	.
39	Oc1ccccc1C1=NCCNC(C(F)(F)F)=C1	-1.5	-4.4%	16.1	-12.2	0.0%	1.0%	1.3	-0.9%	15.2%	-0.1%	3.8%
40	Cn1cccc1C(=O)N1CCN(c2cccc(C(F)(F)F)c2)CC1	7.0	.	12.6	10.2	0.2%	-5.9%	0.8	?	-1.5%	-0.9%	-2.1%

Assay outcomes as filed in PubChem.
